Eya2 inh = qHTS Assay for Inhibitors of the Phosphatase Activity of Eya2 | AID 488837, 2010 | Potency, µM (doses to about 76.9 µM), inactives show at the highest dose activity, negative = inhibition, usual class: inhibitors | hit rate 0.006% among 330,000 | recombinant Eya2, OMFP fluorescence dephosphorylation (OMFP is methylfluorescein phosphate) | Protein phosphatase EYA2 (Homo sapiens), O00167; further: potency means the concentration at half of the fitted maximal effect; on the % scale 0 is the no-effect control and ±100 the full control effect
Target sequence (O00167 whole entry, looked up): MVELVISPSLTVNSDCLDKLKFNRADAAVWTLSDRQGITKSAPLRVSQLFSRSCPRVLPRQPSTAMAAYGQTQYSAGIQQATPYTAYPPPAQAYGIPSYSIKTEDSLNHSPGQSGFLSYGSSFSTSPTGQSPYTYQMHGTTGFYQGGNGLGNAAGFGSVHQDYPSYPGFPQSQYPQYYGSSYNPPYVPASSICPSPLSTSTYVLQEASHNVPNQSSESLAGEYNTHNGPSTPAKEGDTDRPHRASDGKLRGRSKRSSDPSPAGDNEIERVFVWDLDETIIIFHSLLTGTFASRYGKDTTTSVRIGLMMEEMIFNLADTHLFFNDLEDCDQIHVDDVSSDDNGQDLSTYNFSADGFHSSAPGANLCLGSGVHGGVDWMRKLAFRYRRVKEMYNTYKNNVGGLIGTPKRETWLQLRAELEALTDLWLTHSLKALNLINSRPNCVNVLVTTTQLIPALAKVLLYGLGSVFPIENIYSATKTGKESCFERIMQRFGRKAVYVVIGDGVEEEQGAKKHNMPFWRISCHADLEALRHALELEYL
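Eya2 (0.2 uM) preincubated 10 min at ambient with compound, then OMFP substrate added at 50 uM; 10 min reaction in 50 mM HEPES pH 7.5, 50 mM NaCl, 5 uM MgCl2, 0.05% BSA, 1 mM DTT. Fluorescence read at Ex 485/Em 525 nm.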
uPA generation = qHTS for Inhibitors of Cell Surface uPA Generation; cell surface uPA generation assay, qHTS; Potency, µM (highest dose often 38.3 µM), inactives show top-dose activity change, negative = inhibition, actives largely listed as inhibitors; hit rate 0.31% among 330,000; AID 540303, 2011; active means well fitted inhibition curve with a large enough effect; inconclusive means small, poorly fitted or top-dose-only effect; inactive means no such curve, though single readings can be large or run the other way; tested in mouse RAW 264.7 cells; further: potency means the concentration at half of the fitted maximal effect; on the % scale 0 is the no-effect control and ±100 the full control effect; nearly all actives have a fitted effect of over 55% in size
Integrin act MD = qHTS for Activators of Integrin-Mediated Alleviation for Muscular Dystrophy; alpha7betagal myoblasts, beta-gal FDG fluorescence, 48 h; Potency, µM (doses to about 38.3 µM), for inactives: top-dose activation, hits mostly activators; hit rate 0.064% among 350,000;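 further: potency means the concentration at half of the fitted maximal effect; 100% = response of the positive control SU9516; nearly all actives have a fitted effect of over 60% in size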
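alpha7betagal+/- myoblasts (passage 13, 250/well) treated 48 h at 37C with compounds at 1:260 dilution of DMSO stock. Lysed, then beta-galactosidase activity read as FDG fluorescence (ex 480/em 540) after 30 min, with pre-read for autofluorescence.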
p53 reactivator = qHTS assay for re-activators of p53 using a Luc reporter; AID 504706, 2011; hit rate 0.063% among 320,000; Potency, µM (series often up to 92.2 µM), for inactives: at the highest dose activity change, positive = activation, most hits filed as activators; H1299 p53-A138V BP100-luciferase reporter, luminescence, 24 h; further: potency means the concentration at half of the fitted maximal effect; % of control where 0% means no effect; nearly all actives have a fitted effect of over 45% in size
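p53-null H1299 cells stably carrying temperature-sensitive p53-A138V and a BP100-luciferase reporter were pinned with compounds (4-point, 1:5 series) and held 24 hrs at 37 deg C. Luminescence was read 10 min after detection reagent.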
S-ASM inh = Inhibitors of Secretory Acid Sphingomyelinase (S-ASM): qHTS. Sphingomyelin phosphodiesterase (Homo sapiens), P17405. placental ASM, HMU-PC fluorogenic substrate, 60 min. Potency, µM (doses to about 57.5 µM), inactives show at the top dose activity change, negative = inhibition, actives largely listed as inhibitors. hit rate 0.006% among 340,000. AID 504937, 2011; further: potency means the concentration at half of the fitted maximal effect
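Fluorogenic HMU-PC substrate (9 uM final) is turned over by placental ASM in 60 min at 37 C after a 10 min compound preincubation. Reaction ended by alkaline stop (pH 10), with fluorescence read at 386/447 nm.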
BRCA1 expr act = qHTS Assay to Identify Small Molecule Activators of BRCA1 Expression; Potency, µM (highest dose often 46.1 µM), without a hit: top-dose activation, usual class: activators; hit rate 1.1% among 380,000; MCF7-BRCA1-FFLuc reporter, luminescence, 48 h; response scale: scaled: vehicle 0%, 10 µM genistein 100%; further: potency means the concentration at half of the fitted maximal effect; nearly all actives have a fitted effect of over 80% in size; some results filed as inactive show a strong effect at the top dose
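Activators of BRCA1 expression were detected as increased firefly luciferase luminescence in engineered MCF7 cells after 48 h compound incubation. Signals were scaled to genistein 10 microM as full activation.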
B2AR arrestin = qHTS assay of beta-arrestin-biased ligands of beta2-adrenergic receptor. hit rate 0.02% among 330,000. Beta-2 adrenergic receptor (Homo sapiens), P07550. AID 492947, 2010. Potency, µM (series often up to 46.1 µM), inactives show at the top dose activation, most hits filed as activators. beta-arrestin recruitment to beta2AR, cell-based reporter;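 further: potency means the concentration at half of the fitted maximal effect; 0% = DMSO controls and full agonism = EC100 isoproterenol or metaproterenol; nearly all actives have a fitted effect of over 65% in size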
Target sequence (P07550 whole entry, looked up): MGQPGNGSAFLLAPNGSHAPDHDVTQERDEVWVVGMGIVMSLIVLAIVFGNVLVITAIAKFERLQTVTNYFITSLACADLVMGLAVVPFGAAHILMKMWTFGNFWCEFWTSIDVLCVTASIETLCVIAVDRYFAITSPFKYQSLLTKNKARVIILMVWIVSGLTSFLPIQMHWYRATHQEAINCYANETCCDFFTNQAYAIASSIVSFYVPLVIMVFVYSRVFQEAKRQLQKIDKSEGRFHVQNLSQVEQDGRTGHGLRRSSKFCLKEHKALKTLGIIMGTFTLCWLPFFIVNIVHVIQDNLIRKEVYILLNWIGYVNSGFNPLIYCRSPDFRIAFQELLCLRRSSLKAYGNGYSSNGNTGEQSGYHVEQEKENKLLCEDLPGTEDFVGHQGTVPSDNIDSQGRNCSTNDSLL
TRPV1 agonist = HTS Assay for Compounds that Act as Agonists of the Vanilloid Receptor 1 | TRPV1-expressing cells, Fluo-8 calcium influx, agonist mode | activation, % at 8.33 µM | hit rate 0.19% among 320,000 | AID 540275, 2011; in the data active means activation above about 80%; inconclusive means between about 30% and that limit; further: 0% is about no effect
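TRPV1-expressing cells were cultured overnight at 35.5C and loaded with Fluo-8 calcium dye for 40 to 90 min at room temperature. After a 10 s baseline, compound was added and calcium influx was read kinetically for 3 min (ex 480/em 520 nm).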
PTAP TSG101 blk = qHTS Assay for Iinhibitors of HIV-1 Budding by Blocking the Interaction of PTAP/TSG101. Tumor susceptibility gene 101 protein (Homo sapiens), Q99816. Fluorescence polarization, FITC-PTAP peptide / Tsg101 binding. AID 493005, 2010. Potency, µM (top dose mostly 115 µM), for the others: at the highest dose activity change, negative = inhibition, actives largely listed as inhibitors. 340,000 tested, under 10 active; active means well fitted inhibition curve with a large enough effect in the main read-out, with a control signal flat, not every such curve was filed as active; inconclusive means small, poorly fitted or top-dose-only effect, or effect the other way, or a change in a side signal; inactive means no such curve, though single readings can be large or run the other way; further: potency means the concentration at half of the fitted maximal effect; % of control where 0% means no effect
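Steps: Tsg101 binding domain dispensed (10 uM final), compounds pinned in DMSO, FITC-labeled PTAP-motif peptide added (50 nM final); after 20 min binding at room temperature, polarization measured.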
USP2a inh = qHTS Assay for Inhibitors of Ubiquitin-specific Protease USP2a Using CHOP2 as the Reporter; AID 463254, 2010; USP2 core, Ub-CHOP2 coupled fluorogenic reporter, 485/531; Potency, µM (series often up to 38.3 µM), for the others: at the highest dose activity change, negative = inhibition, most hits filed as inhibitors; hit rate 0.01% among 330,000; Ubiquitin carboxyl-terminal hydrolase 2 (Homo sapiens), O75604;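 further: potency means the concentration at half of the fitted maximal effect; plate controls were DMSO wells for no effect and full inhibition by NEM control for full effect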
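Deubiquitinase activity read as fluorescence (485/531 nm) after Ub-CHOP2 cleavage activates the enterokinase reporter on its substrate; USP2 core 10nM, Ub-CHOP2 and substrate 25nM each, 30min compound preincubation then 60min RT; data normalized to NEM, curves fitted.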
ELG1 genotoxic = qHTS screen for small molecules that induce genotoxicity in human embryonic kidney (HEK293T) cells expressing luciferase-tagged ELG1 | HEK293T ELG1-luciferase reporter, luminescence, 16 h | AID 504466, 2011 | Potency, µM (titrated, usually from 46 µM), without a hit: at the highest dose activity change, positive = activation, most hits filed as activators | hit rate 1.3% among 330,000; further: potency means the concentration at half of the fitted maximal effect; % of control where 0% means no effect; nearly all actives have a fitted effect of over 60% in size
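16 hr compound incubation (37 °C, 5% CO2) of HEK293T cells carrying luciferase-tagged ELG1; luciferase then measured by ONE-Glo luminescence after 30 min at RT.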
* hit, by the source's call; ? = inconclusive; . = not tested or not shown; [ ] = remark or other dose. Unless noted, the call rests on the fitted dose curve; in most records, active means well fitted curve in the direction sought with a large enough effect; inconclusive means small, poorly fitted or top-dose-only effect, or another doubt; inactive means no such curve, though single readings can be large; an effect the other way counts as inactive or inconclusive.

SMILES	Eya2 inh	uPA generation	Integrin act MD	p53 reactivator	S-ASM inh	BRCA1 expr act	B2AR arrestin	TRPV1 agonist	PTAP TSG101 blk	USP2a inh	ELG1 genotoxic
CCN1CCN(C(=O)CS(=O)Cc2nc(-c3cccc(C)c3)oc2C)CC1 (stereo not drawn)	1.6%	-8.9%	-27.1%	-19.7%	-0.1%	3.6%	0.0%	0.1	-1.6%	-0.2%	-2.2%
CC1C(=O)Nc2ccc(S(=O)(=O)Nc3ccccc3Br)cc2NC1=O (stereo not drawn)	-2.3%	4.0%	15.6%	.	-1.3%	20.9%	-0.2%	1.8	0.4%	4.0%	9.8%
CCCCn1c(N)c(N(CCOC)C(=O)c2cc3ccccc3cc2OC)c(=O)[nH]c1=O	-18.4%	-0.4%	-4.3%	0.4%	-2.9%	0.5%	-0.5%	-1.6	-0.9%	-0.1%	0.7%
COc1ccccc1C(=O)Nc1c(C)n(C)n(-c2ccccc2)c1=O	9.3%	1.9%	-1.9%[7.66 µM]	-6.4%	4.3%	-0.2%	0.2%	-3.1	-4.8%	0.6%	2.8%
O=[N+]([O-])c1ccc2c(c1)C=C1CCCCC1(N1CCCCC1)O2 (stereo not drawn)	3.7%	0.3%	25.9%	0.8%	-3.2%	6.9%	0.2%	4.6	0.0%	3.5%	1.8%
O=C(Cc1ccccc1F)Nc1ccc(S(=O)(=O)N2CCCC2)cc1	-18.7%	-8.5%	1.6%	2.4%	0.1%	6.9%	0.3%	.	-1.8%	-2.6%	3.4%
Cn1c(SCC(=O)Nc2ccc(F)cc2)nnc1C1CC1	6.0%	1.1%	11.0%	7.5%	5.1%	22.7%	0.0%	-0.1	-2.4%	2.7%	14.7%
O=C(Oc1ccc(-c2cn3c(n2)SCC3)cc1)c1ccccc1	-3.5%	?	1.2%	4.6%	0.2%	16.3%	0.2%	?	-2.1%	-0.1%	18.4µM*
CCc1ccccc1OCCCCN1CCCCC1	-9.4%	-1.4%	-16.6%	3.7%	3.6%	-15.7%	-0.2%	-0.2	-1.1%	-5.0%	-9.0%
C(=C\CSc1nnnn1-c1ccccc1)/CSc1nnnn1-c1ccccc1	-1.0%	-1.8%	-28.3%	-16.7%	1.9%	4.2%	-0.4%	-3.5	-3.8%	-0.4%	-1.4%
NC(=O)C1=C[C@H](c2csc3ccccc23)C[C@H](OCc2ccc(CO)cc2)O1	-10.7%	1.2%	8.5%	10.4%	-1.1%	7.5%	-0.2%	1.7	-3.8%	-2.0%	-7.4%
Cc1cc(C(=O)NNC(=O)c2cccc(Cl)c2)no1	?	7.9%	0.5%	0.1%	-0.7%	6.6%	-0.7%	.	1.3%	11.0%	0.9%
CC1CCCCC1N1CCN(C(=O)c2cccc(F)c2)CC1 (stereo not drawn)	4.0%	7.1%	24.3%	-0.2%	-0.1%	-9.4%	0.1%	-6.1	-4.1%	-0.8%	-1.8%
Cc1cc(O)ccc1C1(c2ccc(O)cc2C)OC(=O)c2ccccc21	-1.2%	1.0%	18.9%	-10.0%	-9.4%	-18.0%	-0.1%	1.6	-2.0%	-2.6%	-3.5%
CN(c1ccccc1)S(=O)(=O)c1cccc(NS(=O)(=O)c2cccc(C(=O)O)c2)c1	18.4%	-1.9%	-7.6%	0.5%	8.8%	-7.6%	-0.4%	1.4	-0.9%	-0.4%	1.9%
Cc1ccc(N(C(=O)Cn2nnc(-c3ccc(F)cc3)n2)C(CC(C)C)C(=O)NCC2CCCO2)cc1 (stereo not drawn)	-7.9%	2.0%	-8.4%	-4.3%	-2.6%	-2.1%	-0.3%	.	-3.8%	-1.3%	-2.8%
CCC(C)NC(=O)CN1C(=O)CC(C)(C)S(=O)(=O)c2ccccc21 (stereo not drawn)	4.8%	7.2%	-2.0%	-2.7%	4.4%	-9.4%	0.2%	-0.6	-1.7%	1.5%	-2.5%
COc1ccc(NC(=O)CN(C)C(=O)c2cc(CN3C(=O)c4ccccc4C3=O)ccc2OC)cc1	5.7%	4.9%	-24.5%	-3.1%	0.7%	2.6%	0.0%	1.1	-2.7%	1.2%	-2.1%
CC1Cc2cc(/C(O)=C3\C(=O)C(=O)N(CCN4CCOCC4)C3c3ccccc3F)ccc2O1 (stereo not drawn)	8.1%	-5.7%	9.3%	24.7%	-5.2%	2.5%	-0.2%	3.2	-7.8%	-1.2%	3.8%
COc1ccccc1C1C(C(N)=O)=C(C)Nc2nc(CCCO)nn21 (stereo not drawn)	1.4%	1.7%	10.3%	-2.7%	-2.3%	1.0%	0.4%	-0.6	-0.6%	2.7%	2.1%
Cc1cc(NC(=S)Nc2cccc3ccccc23)n[nH]1	-14.1%	-13.6%	-17.3%	0.8%	9.0%	27.2%	0.0%	-2.8	-1.2%	10.0%	1.5%
ClC1CCCCC1n1nnc2ccccc21 (stereo not drawn)	.	2.2%	1.1%	.	-1.5%	-10.1%	.	.	-1.9%	.	.
CCOc1cc(NC(=S)NCCCN2CCOCC2)c(OCC)cc1NC(=O)c1ccccc1C	-0.1%	?	0.4%	2.8%	2.4%	-0.8%	-0.5%	2.2	-2.5%	-1.9%	-6.3%
O=C(NCc1ccccc1)c1cccc(NC(=O)C2CC2)c1	.	-1.2%	5.6%	.	1.0%	6.0%	.	.	-4.8%	.	.
CC(=O)c1c(N2CCCC2)[nH]c(-c2ccccc2)nc1=S	8.2%	-11.2%	-15.1%	-0.8%	1.5%	-3.0%	0.4%	6.6	-2.5%	?	-3.8%
O=C(Cn1cc(COc2ccc(Br)cc2)nn1)c1ccc(O)cc1	.	-10.5%	38.2%	.	-17.6%	-5.4%	.	.	-6.1%	.	.
CCCNS(=O)(=O)c1ccc(CCC(=O)Nc2cc(Cl)ccc2Oc2ccccc2)cc1	-18.5%	-18.4%	-55.1%[inhibitor]	15.5%	-10.9%	-100.7%[inhibitor]	0.0%	2.4	-0.9%	1.8%	-9.1%
O=C(COC(=O)c1ccccc1C(=O)c1ccccc1)Nc1ccc(SC(F)F)cc1	3.7%	-3.5%	-17.1%	-5.0%	-7.3%	-35.4%	-0.8%	3.3	-0.7%	-5.5%	-3.4%
CC(=O)C1=C(C)NC(C)=C(C(C)=O)C1c1ccccc1	7.1%	6.1%	15.0%	-1.5%	-3.6%	7.0%	-1.0%	-1.3	-0.7%	2.6%	0.3%
Cc1ccnc(SCC(=O)N2CCC(C(N)=O)CC2)n1	-7.7%	0.4%	20.3%	-2.3%	-0.5%	0.8%	-0.3%	4.0	-7.0%	4.4%	1.6%
Cc1cc(Cl)ccc1OCc1cn2cccnc2n1	1.5%	-2.3%	?	4.5%	-1.4%	?	0.1%	24.2	-5.7%	-0.4%	?
CC(C)N(Cc1nc(-c2ccccc2)no1)C(=O)CN(C)S(=O)(=O)c1ccccc1	-0.8%	-8.8%	23.6%	-12.0%	-4.9%	-13.1%	-0.6%	14.0	-1.3%	3.4%	0.6%
CC(C)CN(CC(C)C)S(=O)(=O)N1CCC(C(=O)N2CCc3ccccc3C2)CC1	0.6%	-1.5%	-10.6%	4.8%	-1.4%	10.1%	-0.2%	?	-2.8%	0.7%	-0.6%
Cc1ccc(N2CCN(C(=O)c3ccccc3NC(=O)C3CC=CCC3C(=O)O)CC2)cc1 (stereo not drawn)	17.4%	5.6%	-21.6%	1.8%	0.0%	24.8%	-1.2%	6.1	1.7%	2.0%	2.4%
CN(CCO)c1cc(Sc2nc3ccccc3s2)c2nonc2c1[N+](=O)[O-]	6.1%	.	-42.9%[7.66 µM]	-5.8%	-21.6%	-98.0%[inhibitor]	3.4%	0.6	-8.2%	1.5%	0.7%

From PubChem BioAssay
